Source: PubChem
IDE cell activ: IDE (human) activation, cell-based. P14735. HEK cells, FAbeta-B cleavage, fluorescence polarization; 0% vehicle, 100% cell-free pure enzyme wells. activation, % at 5.96 µM. hit rate 0.073% among 340,000;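 active = activation above the mean of all tested compounds plus 3 SD, set per screening campaign, cut at about 17% in these data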
M4 PAM: potentiates acetylcholine response at human M4 receptor. activation, % at 3 µM. P08173. hit rate 0.4% among 360,000. CHO-K1 hM4/Gqi5, Fluo-8 calcium fluorescence, ACh EC20; 0% = ACh EC20, 100% = maximal ACh. AID 624126;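 active = activation above its plate's cutoff, the mean activation of sample wells plus 3 SD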; also: some results filed as inactive read as strong as hits
CRFBP-R2 block: antagonists of CRF-binding protein/CRF-R2 receptor complex; HEK293 CRF-R2/CRF-BP, CRF-induced calcium fluorescence; inhibition, % at 11.8 µM; hit rate 0.59% among 350,000;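 active = inhibition of the ligand-induced calcium signal above about 50% at the single tested concentration, limit read from the data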
MEKK3 PB1 HTS: raises or lowers MEK5 binding to the human MEKK3 PB1 domain | Q99759 | bead-based flow cytometry, Alexa488-MEK5 binding to MEKK3; actives lie on both sides; 0 = blocked by unlabeled MEK5, 100 = vehicle | binding response (% of control), % at 10 µM | hit rate 1.4% among 290,000;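 active = binding response more than 3 SD above or below the average of its plate-row segment, actives on both sides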;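 also: Alexa488 bead fluorescence after subtracting the streptavidin-only scavenger bead signal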
Target sequence (Q99759 whole entry, looked up, the tested form may be a part): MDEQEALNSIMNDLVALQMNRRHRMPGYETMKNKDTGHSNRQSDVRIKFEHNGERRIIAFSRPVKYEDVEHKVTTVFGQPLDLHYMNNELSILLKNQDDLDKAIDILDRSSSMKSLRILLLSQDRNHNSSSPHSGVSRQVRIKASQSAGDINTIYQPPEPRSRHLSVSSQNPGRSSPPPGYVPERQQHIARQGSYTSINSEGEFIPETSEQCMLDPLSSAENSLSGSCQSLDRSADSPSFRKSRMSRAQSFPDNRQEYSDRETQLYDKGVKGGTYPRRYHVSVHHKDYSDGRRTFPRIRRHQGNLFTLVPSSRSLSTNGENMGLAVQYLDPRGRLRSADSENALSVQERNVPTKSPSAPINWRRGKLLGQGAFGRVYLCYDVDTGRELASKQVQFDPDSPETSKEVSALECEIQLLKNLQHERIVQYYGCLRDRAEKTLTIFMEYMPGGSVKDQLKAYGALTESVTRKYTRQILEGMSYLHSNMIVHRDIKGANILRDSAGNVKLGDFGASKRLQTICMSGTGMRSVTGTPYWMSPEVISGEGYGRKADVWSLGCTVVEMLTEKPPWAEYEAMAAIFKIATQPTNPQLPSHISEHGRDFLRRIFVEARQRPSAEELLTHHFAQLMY
GalR3 antagonist: blocks the human galanin receptor 3. HEK293 GalR3-CNG cAMP membrane potential fluorescence; galR3 body fused to GalR1 C-terminus. inhibition, % at 3 µM. hit rate 0.44% among 360,000. O60755;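 active = inhibition above the screen-wide average plus 3 SD, cut at about 13% in these data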;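 also: forskolin and galanin both at EC90 stimulate the cells; cAMP rise reported by CNG channel membrane potential dye signal; 0% = forskolin plus galanin with DMSO and 100% = forskolin alone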
IDE inh: inhibitors of human insulin-degrading enzyme in cells | P14735 | HEK cells, FAbetaB cleavage, fluorescence polarization | inhibition, % at 5.59 µM | hit rate 0.41% among 320,000 | AID 434962;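 active = percent inhibition above the average of all tested compounds plus 3 SD, set per screening campaign, cut at about 16% in these data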;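 also: IDE supplied by intact live HEK cells; FP after avidin binding of uncleaved biotin substrate so inhibition keeps polarization high; 0% = DMSO wells and 100% = 60 µM reference IDE inhibitor Ii1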
CRFBP-R2 agonist: CRF-BP/CRF-R2 complex agonism. HEK293 CRF-R2/CRF-BP, calcium dye fluorescence (FLIPR); percent of saturating CRF peptide response. activation, % at 13.2 µM. hit rate 0.46% among 350,000. AID 588473;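 active = activation of at least 50%, plus an integration ratio under a set limit after plate pattern correction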;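 also: plate controls were neutral control wells without compound for no effect and CRF at EC100 for full effect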
p-CIP stab down: compounds decreasing mouse p/CIP protein stability. Q05BA5. F442A p/CIP-EGFP cells, EGFP fluorescence, 16 h. decrease of EGFP signal, % at 10 µM. hit rate 0.01% among 290,000;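 active = EGFP signal decrease of at least 30% at 10 µM or well 3 SD below plate mean, unless failing retest; inactive = the rest, including hits failing retest or dose response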; also: some compounds called inactive have numbers as strong as hits; many of its hits are not listed in these tables
PHOSPHO1 inh: inhibitors of human PHOSPHO1 phosphatase | Q8TCT1 | recombinant PHOSPHO1, absorbance phosphatase assay | inhibition, % at 13.3 µM | hit rate 1.1% among 290,000; in the data active = inhibition above about 60%
Target sequence (Q8TCT1 whole entry, looked up): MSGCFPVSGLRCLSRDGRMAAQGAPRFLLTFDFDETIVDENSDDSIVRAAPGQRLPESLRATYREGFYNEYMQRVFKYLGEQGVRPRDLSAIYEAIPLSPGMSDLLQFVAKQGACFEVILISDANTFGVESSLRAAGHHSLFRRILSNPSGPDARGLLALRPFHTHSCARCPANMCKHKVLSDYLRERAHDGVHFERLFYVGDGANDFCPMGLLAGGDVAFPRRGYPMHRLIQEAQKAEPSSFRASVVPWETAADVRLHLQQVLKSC
* = called active by the depositor; x = no result given; [ ] = dose if it differs, or a comment.

entry	mol	IDE cell activ	GalR3 antagonist	M4 PAM	CRFBP-R2 agonist	CRFBP-R2 block	p-CIP stab down	IDE inh	PHOSPHO1 inh	MEKK3 PB1 HTS
1	C=CCC1(CC=C)CCCN1C(=O)CC1C(=O)NCCN1Cc1ccccc1OC (centres undefined)	-1	-3	9	-0.8	11	-4	1	-15	97
2	CCSC1=NC(C)(C)C=C(C)N1	5	-2	6	3.9	2	-5	0	-18	98
3	CCOC(=O)C1CCN(C(=O)CCc2ccc(S(=O)(=O)NC(C)C)cc2)CC1	5	-4	-7	1.1	-3	3	3	-8	107
4	CC1(C)CCCC2=C1CC1C(=O)N(O)C(=O)C1C2 (centres undefined)	5	-4	7	-1.2	5	-4	-2	-9	104
5	Cc1nc2ccccc2c(C(=O)O)c1-c1ccccn1	1	2	7	1.0	5	x	x	x	x
6	COc1ccc(S(=O)(=O)N2CCOC2CNC(=O)C(=O)NCCc2ccccc2OC)cc1C (centres undefined)	2	x	1	-5.2	-5	-3	0	20	101
7	CCOC(=O)C1=C(COC(=O)c2ccc(Br)o2)NC(=O)NC1C (centres undefined)	-5	-1	-1	0.5	2	8	-3	19	104
8	Cc1ccc(N2C(=O)C3C4C=CC(CNC(=S)Nc5cccc(Cl)c5)(O4)C3C2=O)cc1 (centres undefined)	-3	-2	-20	0.1	2	1	4	-14	99
9	CCOP(=O)(OCC)c1nc(-c2cccc3ccccc23)oc1N1CCOCC1	1	0	-9	1.2	-12	-1	-3	-18	97
10	C/C=C(\C)C(=O)NCCN1C2=NC[C@H](C(C)C)N2C[C@@H]1Cc1ccc(OC)cc1	-5	-3	-1	-1.4	2	-7	3	-3	91
11	CCOCCCNC(=O)c1cc2sc(Cl)cc2n1CC	5	-7	8	-11	7	1	2	-3	97
12	CCOC(=O)C1=C(COC(=O)C2CC(=O)N(CCc3ccccc3)C2)NC(=O)NC1C (centres undefined)	0	-4	4	-0.8	11	x	6	x	x
13	Cc1ccc(NC(=O)CCCN2C(=O)NC(C)(C)C2=O)cc1	4	-3	0	-0.5	-3	x	-1	x	x
14	O=C(CSc1nnc2ccccn12)NC(=O)NC1CCCCC1	-2	-3	1	-0.8	1	2	1	-30	99
15	COc1cc(NC(=O)CSc2nc3c(C)ccc(C)c3cc2C)c(C(=O)O)cc1OC	2	-5	-6	0.4	99*	-2	-1	-5	101
16	COc1cc(Cl)ccc1NC(=S)N(CCN(C)C)C(C)c1ccncc1 (centres undefined)	5	-11	-9	-0.5	5	-2	3	20	101
17	CC(=O)Nc1ccc(NC(=S)NC(=O)/C=C/c2ccco2)cc1	-4	-6	7	-1.2	29	-3	0	8	40*[inhibitor]
18	Cc1cccc(-n2nc3c(c2NC(=O)C(C)C)CSC3)c1	9	-9	6	-0.4	0	3	-5	38	101
19	CCOC(=O)c1c(C)[nH]c(C)c1C(=O)CSc1nnc(-c2ccc(OC(F)F)cc2)o1	4	-3	-4	-2.0	21	-9	-1	51	91
20	CCCCn1ccc(=O)c2c(C(F)(F)F)nccc21	5	1	-6	2.3	-7	-21	2	-55	101
21	Cc1nc(Nc2ccccc2F)c2nnn(Cc3ccccc3Cl)c2n1	-1	-3	2	-0.2	11	4	5	-6	100
22	Cc1onc(-c2c(Cl)cccc2Cl)c1-c1nnc(-c2ccc(Cl)cc2)o1	2	10	-13	1.7	-7	-5	3	38	90
23	Cc1ccc(N2C(=O)CS(=O)C(c3ccccc3)C2=O)cc1C (centres undefined)	-9	6	3	0.5	-12	5	1	-100	104
24	Cc1ccc(C2=CC(C)(c3ccc(C)cc3)Nc3nc(C(F)(F)F)nn32)cc1 (centres undefined)	4	-8	-12	0.4	-28	4	-2	16	102
25	COc1ccc(CN2CCNC(=O)C2CC(=O)NC2CCCCCC2)c(F)c1 (centres undefined)	4	-2	15	0.2	10	-6	-4	46	93
26	Cc1nc(N2CCN(c3ccccn3)CC2)c2c(C)c(C(=O)Nc3ccc(F)cc3)sc2n1	-4	4	-14	2.1	0	-8	4	-10	100
27	CCOc1ncccc1C(=O)OCC(=O)NC1CCCCCC1	0	-1	-6	0.3	-9	x	x	x	x
28	C=C1CCC[C@]2(C)C[C@H]3OC(=O)C(CN4CCCCC4CO)[C@H]3CC12 (some centres undefined)	1	-11	-2	-1.4	18	-20	6	11	111
29	Cc1ccc(-c2nn(-c3ccccc3)cc2CN(C)C(=O)CCC(=O)O)cc1C	4	-5	6	1.7	-22	20	5	-24	102
30	C=C(C)CN(CC)Cc1c(C(=O)N(C)CCCC)nc2ccccn12	5	2	6	0.1	-4	-9	4	19	96
31	CN1CCCN(S(=O)(=O)c2ccc3c(c2)OCCO3)CC1	2	-5	16	-0.9	7	-11	-3	12	102
32	COc1ccc(N2CCN(C(=O)Nc3ccc(S(=O)(=O)N(C)C)cc3)CC2)cc1	1	0	-3	-0.4	-63	-4	7	14	120
33	Cc1csc(NC(=O)c2cccs2)n1	7	-6	2	0.6	14	10	-2	16	106
34	N#Cc1c2n(c3c(=O)n(Cc4ccccc4Cl)cnc13)CCCCC2	-10	3	17	-1.8	-16	-2	4	10	105
35	Cc1[nH]c2ccccc2c1C(c1ccncc1)N1CCN(c2ccc(F)cc2)CC1 (centres undefined)	-2	-6	0	7.4	-39	-2	-10	-11	94
36	COc1ccc(N(C)S(=O)(=O)c2ccc(Cl)c(C(=O)NNC(=O)c3ccccc3O)c2)cc1	4	-1	0	-0.3	0	x	x	x	x
37	CC(C)(C)c1ccc(COC(=O)CNC(=O)CNC(=O)Cc2ccccc2)cc1	3	1	1	1.3	-8	9	2	51	105
38	O=C(COC(=O)c1ccc2c(c1)OCCO2)NCc1ccc(Cl)cc1	x	-7	7	1.4	3	x	x	x	x
39	Cc1ccc(C(=O)C(NC(=O)c2ccco2)Nc2sc3c(c2C(N)=O)CCCC3)cc1 (centres undefined)	x	x	x	x	x	-2	-1	-9	100
40	CCCCC(=O)NC(N1CCCCC1)C(Cl)(Cl)Cl (centres undefined)	1	-2	4	-1.6	31	1	4	27	105
41	COc1ccc(C)cc1N(CC(=O)NCCN1CCOCC1)S(=O)(=O)c1ccccc1	2	-2	4	0.3	3	x	3	x	x
42	CCC(CC)c1nnc(NC(=O)c2cccc(S(=O)(=O)N3CCOCC3)c2)s1	3	-4	3	-0.1	4	x	7	x	x
43	COc1ccc(-n2c(SCC#N)nc3c(sc(=S)n3-c3ccccc3)c2=O)c(OC)c1	-1	-10	2	4.1	-9	-9	0	-7	102
44	CCCCNC(=O)CCCCCn1c(=O)[nH]c2cc(C(=O)OC)ccc2c1=O	3	-5	-3	0.1	-2	0	6	8	102
45	Cc1ccc(-c2nnc3sc(C4COc5ccccc5O4)nn23)cc1 (centres undefined)	2	-8	9	-0.1	-16	5	2	24	103
46	CC(C)N(C(=O)COC(=O)[C@H](C)NC(=O)c1ccco1)c1ccccc1	2	-9	-1	-0.7	-1	-21	-6	21	101
47	CC(C)OC(=O)c1cccc(C(=O)Oc2ccccc2)n1	-9	-4	4	-0.4	-7	3	-2	-27	105
48	CC(=O)N1CC[n+]2c(-c3ccc(Cl)cc3)csc21	-14	-1	-8	-3.8	-7	-2	22*	-7	97
49	S=C(Nc1ccccc1Cl)N1CCC(c2ccccc2)C1 (centres undefined)	1	7	16	0.3	1	7	1	-22	102
50	COc1ccc(C(=O)N/N=C/c2ccc(OC(=O)c3cccs3)cc2)cc1	0	-2	-7	-0.7	-10	0	-1	9	94
51	Cc1nc2ccc(Cl)cc2c(-c2ccccc2F)c1CC(=O)O	7	-5	7	1.5	10	-16	0	-18	96
52	CCOC(=O)C1(CCOc2ccccc2)CCN(Cc2cccc(OCCO)c2)CC1	3	-13	-13	1.7	-1	-5	-5	19	111
53	O=C(O)CCN1C(=O)c2ccccc2Sc2ncccc21	3	1	4	-1.7	7	-5	1	x	100
54	C=CCC(=O)NC1CCCc2c1cnn2-c1cc(F)cc(F)c1 (centres undefined)	7	0	1	0.0	3	-22	3	14	110
55	CCOC(=O)CSc1nnc(CNC(=O)c2ccc(OC)c(OC)c2)n1C	6	-3	4	-2.6	17	0	0	-14	88
56	Cc1nn(-c2ccccc2)c(=O)c2noc(C)c12	7	-5	18	0.3	-5	-5	2	23	87
57	Cc1ccc(NS(=O)(=O)c2ccc3c(c2)NC(=O)CCS3)c(Cl)c1	4	3	-5	1.6	11	-6	0	54	107
58	CC(C)C(c1nnnn1Cc1ccco1)N1CCN(c2cccc(Cl)c2)CC1 (centres undefined)	3	2	3	1.2	-3	1	5	12	x
59	COc1ccc2nc(N3CCCC(C(=O)NCCCN4C(C)CCCC4C)C3)sc2c1 (centres undefined)	-3	-9	-2	1.6	-8	-16	0	23	102
60	CCS(=O)(=O)c1ncc(CO)n1CCc1ccccc1	-4	-8	-4	-1.3	17	-4	10	32	94

Other results:
entry	mol	IDE cell activ	GalR3 antagonist	M4 PAM	CRFBP-R2 agonist	CRFBP-R2 block	p-CIP stab down	IDE inh	PHOSPHO1 inh	MEKK3 PB1 HTS
61	Cc1ccc(N2CC(NS(=O)(=O)c3cccnc3)CC2=O)cc1C (centres undefined)	-5	-4	11	-1.5	6	x	10	x	x
62	CC(C)c1ccc2c(c1)C(c1cccs1)=NNC(c1ccncc1)=N2	1	1	-3	-6.5	-17	-12	-6	-22	105
63	COc1cccc(CNC(=O)Cc2nc3nc(C)cc(C)n3n2)c1	-2	-11	-4	1.0	12	11	3	-10	113
64	Cc1ccc(CN2CCNC2=O)cc1	-3	-3	34*	7.9	0	-19	-2	-4	103
